KCNH2 3.1 block: blocks the human KCNH2 3.1 channel isoform. U2OS KCNH2 3.1, thallium flux FluxOr; hits give low values. activity change, % (tested at about 1.8 µM). 0.95% of 340,000 active;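 active = maximum activity change below -70%; inconclusive = maximum activity change from -70% to -50%; inactive = maximum activity change above -50%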;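 also: thallium influx rate constant from kinetic fluorescence after stimulation buffer; % is scaled to controls: 0 for no effect and ±100 for the full control effect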
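Thallium flux read-out: FluxOr dye with Red40 quencher in HBSS/HEPES, 45 min at RT. Rate constants from kinetic reads were normalized to positive and negative DMSO controls. Cells: U2OS virally expressing the 3.1 isoform.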
KCNH2 WT inh: KCNH2 (human, wildtype) channel inhibition. Q12809. U2OS, BacMam KCNH2, thallium flux FluxOr; hits give low values. activity change, % at 1.84 µM. 0.37% of 340,000 active. AID 720551;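 active = maximum activity change below -70%; inconclusive = maximum activity change between -70% and -50%; inactive = maximum activity change above -50%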; also: % is scaled to controls: 0 for no effect and ±100 for the full control effect
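U2OS cells were transduced with wild-type KCNH2 virus (2.03 x 10^8 / mL) for 4 h at room temperature, then cultured overnight at 37 C. Thallium flux was read with FluxOr dye. Rate constants were normalized to DMSO controls.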
MBNL1 CUG block: blocks human MBNL1 binding to CUG repeat RNA. Q9NR56. TR-FRET MBNL1-His/biotin-(CUG)12 binding, 665/545 ratio. Potency, µM (titrated, usually from 57.5 µM), for inactives: top-dose activity change, negative = inhibition, most hits filed as inhibitors. 0.036% of 280,000 active. AID 2675; active = well fitted inhibition curve with a large enough effect in the signal ratio, with a control signal flat, not every such curve was filed as active; inconclusive = small, poorly fitted or top-dose-only effect, or effect the other way, or a change in a side signal; inactive = no such curve, though single readings can be large or run the other way; the % refers to the signal ratio; also: potency is read from the fitted curve at half-maximal effect; % is scaled to controls: 0 for no effect and ±100 for the full control effect
Target sequence (Q9NR56 whole entry, looked up): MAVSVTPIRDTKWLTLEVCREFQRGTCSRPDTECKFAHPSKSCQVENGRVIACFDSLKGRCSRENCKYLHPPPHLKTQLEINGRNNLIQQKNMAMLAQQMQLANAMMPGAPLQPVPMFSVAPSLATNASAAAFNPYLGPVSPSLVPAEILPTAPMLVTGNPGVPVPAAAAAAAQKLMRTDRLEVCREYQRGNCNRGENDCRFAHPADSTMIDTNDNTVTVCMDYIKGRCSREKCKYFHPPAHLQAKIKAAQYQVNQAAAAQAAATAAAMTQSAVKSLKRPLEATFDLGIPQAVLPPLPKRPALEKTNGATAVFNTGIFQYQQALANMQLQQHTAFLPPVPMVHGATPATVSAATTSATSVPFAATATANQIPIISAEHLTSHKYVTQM
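MBNL1-His + Biotin-(CUG)12, cpd titration 92 nM–58 uM; Tb anti-His Ab 0.055 ng/ul, SA-XL665 5 nM (final); 60 min RT; ratiometric 665/545 nm, Ex 340 nm; normalized to buffer and full-complex controls.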
a7 integrin act: activates integrin-mediated alleviation for muscular dystrophy; Potency, µM (series often up to 38.3 µM), without a hit: at the top dose activation, most hits filed as activators; alpha7betagal myoblasts, beta-gal FDG fluorescence, 48 h; 0.064% of 350,000 active; AID 624291;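 also: potency is read from the fitted curve at half-maximal effect; 100% = response of the positive control SU9516; nearly all actives have a fitted effect of over 60% in size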
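Alpha7betagal+/- myoblasts (passage 13) were plated 16-24 hr, then exposed to compounds (1:260 dilution of DMSO stock) for 48 hours at 37C. After MPER lysis, β-galactosidase reporter activity was read as FDG fluorescence (ex 480/em 540) after 30 minutes.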
CXXC DNA block: blocks binding of human MLL CXXC domain to DNA. Potency, µM (doses to about 115 µM), without a hit: top-dose activity change, negative = inhibition, usual class: inhibitors. 0.037% of 290,000 active. MLL-CXXC / FITC-HOXA9 DNA fluorescence polarization. Q03164; active = well fitted inhibition curve with a large enough effect in the polarisation, with a control signal flat, not every such curve was filed as active; inconclusive = small, poorly fitted or top-dose-only effect, or effect the other way, or a change in a side signal; inactive = no such curve, though single readings can be large or run the other way; the % refers to the polarisation; also: potency is read from the fitted curve at half-maximal effect
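Steps: dispense CXXC domain solution (7 uM) → pin compounds or unlabeled HOX-A9 DNA control → 5 min ambient → add FLSN-HOX-A9 solution (50 nM) → spin → 30 min ambient → fluorescence polarization. Tris pH 7.5/NaCl/DTT/BSA buffer.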
S-ASM inh: human S-ASM enzyme inhibition; Potency, µM (doses to about 57.5 µM), without a hit: at the top dose activity change, negative = inhibition, usual class: inhibitors; 0.006% of 340,000 active; placental ASM, HMU-PC fluorogenic substrate, 60 min; P17405; also: potency is read from the fitted curve at half-maximal effect
Target sequence (P17405 47-631 limits assumed): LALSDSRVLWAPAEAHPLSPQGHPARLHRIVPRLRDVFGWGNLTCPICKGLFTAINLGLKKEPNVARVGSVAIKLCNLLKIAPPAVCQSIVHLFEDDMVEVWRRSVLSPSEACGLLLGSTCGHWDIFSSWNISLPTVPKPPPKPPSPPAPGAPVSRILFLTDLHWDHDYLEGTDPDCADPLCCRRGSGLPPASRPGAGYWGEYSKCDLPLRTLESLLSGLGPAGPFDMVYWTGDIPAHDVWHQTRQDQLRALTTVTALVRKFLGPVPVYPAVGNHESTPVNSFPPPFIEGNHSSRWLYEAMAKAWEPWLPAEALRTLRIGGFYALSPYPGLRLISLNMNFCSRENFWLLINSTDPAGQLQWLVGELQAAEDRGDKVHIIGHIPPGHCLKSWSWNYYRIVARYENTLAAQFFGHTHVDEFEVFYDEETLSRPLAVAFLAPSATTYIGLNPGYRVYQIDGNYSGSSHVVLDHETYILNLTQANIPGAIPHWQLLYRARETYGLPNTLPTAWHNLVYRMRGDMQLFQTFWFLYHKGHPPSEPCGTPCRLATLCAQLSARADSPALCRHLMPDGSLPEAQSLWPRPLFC
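Human placenta-derived ASM enzyme was preincubated with compound for 10 minutes at room temperature, then given fluorogenic substrate HMU-PC0 (9 uM final) for 60 minutes at 37 °C; a pH 10 stop preceded fluorescence reading at Ex 386/Em 447 nm.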
GALK inhibitor: inhibitors of human galactokinase. 0.007% of 270,000 active. Potency, µM (highest dose often 57.5 µM), without a hit: top-dose activity change, negative = inhibition, hits mostly inhibitors. Purified GALK, Kinase-Glo residual ATP luminescence. P51570; also: potency is read from the fitted curve at half-maximal effect; % is scaled to controls: 0 for no effect and ±100 for the full control effect
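ATP-depletion format; final 35 uM ATP, 100 uM D-galactose, 5 nM enzyme; pH 8.0 HEPES/Mg2+ buffer; 60 min RT; luminescence read 10 min after detection reagent.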
TRPV1 ag: agonists of human vanilloid receptor 1 (TRPV1) | Q8NER1 | TRPV1-expressing cells, Fluo-8 calcium influx, agonist mode | activation, % at 8.33 µM | 0.19% of 320,000 active | AID 540275; in the data active = activation above about 80%; inconclusive = between about 30% and that limit; also: 0% is about no effect
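TRPV1-expressing cells were cultured overnight at 35.5C and loaded with Fluo-8 calcium dye for 40 to 90 min at room temperature. After a 10 s baseline, compound was added and calcium influx was read kinetically for 3 min (ex 480/em 520 nm).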
AT treatment: potential ataxia-telangiectasia treatments restoring KAP-1 phosphorylation; […] A-T fibroblasts, KAP-1 phosphorylation AlphaLISA; neocarzinostatin DNA damage 30 min before lysis; Potency, µM (series often up to 57.5 µM), for the others: top-dose activation, actives largely listed as activators; 0.19% of 320,000 active; AID 485349; also: potency is read from the fitted curve at half-maximal effect; % of control where 0% means no effect; nearly all actives have a fitted effect of over 45% in size
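ATM-like activity read as KAP-1 phosphorylation via AlphaLISA donor/acceptor antibody pairs after lysis and 6 hr at 25C. Cells were ATM-null patient fibroblasts ([…], hTERT), dosed 60 min, then exposed to the DSB inducer NCS for 30 min.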
Coupling enz: inhibits coupling enzyme system, counter-screen for aldolase hits | coupling enzyme system counterscreen, AmpLite Red fluorescence | activity change, negative = inhibition, % at 58.2 µM, hits read low | 0.67% of 290,000 active | AID 2472; in the data active = activity change below about -30%; also: % is scaled to controls: 0 for no effect and ±100 for the full control effect
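Activity here indicates interference with the coupling reaction, not aldolase inhibition. Compounds at 57.5 uM final met coupling enzymes for 10 min at RT; substrate and AmpLite Red detection followed, with a 525/598 nm fluorescence read after 20 min.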
Active calls of the source: *; u = inconclusive; x = no result given; & = joins results of further samples; [ ] = another dose, or the depositor's remark. Unless noted, calls follow the shape of the dose curve; as a rule, active = well fitted curve in the direction sought with a large enough effect; inconclusive = small, poorly fitted or top-dose-only effect, or another doubt; inactive = no such curve, though single readings can be large; an effect the other way counts as inactive or inconclusive.

SMILES | KCNH2 3.1 block | KCNH2 WT inh | MBNL1 CUG block | a7 integrin act | CXXC DNA block | S-ASM inh | GALK inhibitor | TRPV1 ag | AT treatment | Coupling enz
COC(=O)CC1c2cc(OC)c(OC)cc2CC(=O)c2cc(OC)c(OC)cc21 (configuration not stated) | 5.4 | -0.3 | u | -2.0% | -1.7% | 1.7% | -1.5% | -0.9 | 2.7% | -9.7
O=CNc1ccc2c(c1)Cc1cccc(NC=O)c1-2 | 9.0 | 1.1 | x | -5.2% | x | -1.1% | x | x | x | x
Cc1[nH]c2ccccc2c1C(=O)COc1ccccc1F | -8.5 | 5.1 | 5.3% | 15.6% | -6.4% | -5.2% | 10.9% | 5.5 | 0.5% | -1.7
O=C(NCC(=O)N1CCN(C(=O)c2ccco2)CC1)c1cccc(Cl)c1 | 18.9 | -1.7 | x | 1.7% | x | 2.5% | x | 0.8 | -0.3% | x
CCCC(=O)Nc1ccc(NC(=O)c2cccs2)cn1 | -6.7 | -1.8 | -9.3% | 20.4% | 2.0% | -3.6% | -3.9% | -7.5 | -13.8% | -0.1
C=CCn1c(Cc2csc(N)n2)nnc1SCC(=O)Nc1ccccc1C(F)(F)F | -3.6 | -1.2 | 0.3% | -1.8% | 17.9% | 6.8% | -2.5% | 5.5 | -5.2% | -1.1
CCN(CC)c1ccc(S(=O)(=O)N2CCOCC2)cc1NC(=O)COC(=O)c1cccnc1SC | -9.3 | 7.7 | x | 5.6% | x | -2.1% | x | 14.5 | 14.2% | x
NC(=O)c1ncn([C@@H]2O[C@H](CNCc3cc(Br)ccc3OCc3ccccc3)[C@@H](O)[C@H]2O)n1 | -6.8 | 7.7 | x | 22.3% | x | -2.0% | x | x | x | x
Cc1cc(N2CCCC2=O)cc(C)c1CN1C(=O)c2ccccc2C1=O | -5.0 | -4.1 | 0.4% | -28.0% | 0.3% | -3.3% | -2.9% | 3.8 | -3.6% | 2.9
CCCCOC(=O)C1=C(C)NC(=O)NC1c1ccccc1 (configuration not stated) | -18.0 | -3.1 | 4.5% | -24.3% | 0.4% | 1.4% | -0.2% | -2.9 | 1.8% | 0.0
CCCCn1c(N)c(N(CC(C)C)C(=O)CSc2n[nH]c(-c3ccc(C)cc3)n2)c(=O)[nH]c1=O | 1.9 | 7.7 | x | -21.6% | x | 2.9% | x | 3.0 | 13.7% | x
Cc1cccc(N(C)C(=O)COc2cc(=O)n(C)c3ccccc23)c1 | -30.4 | -3.3 | 4.3% | -0.8% | -9.6% | 1.8% | 2.5% | 15.7 | 0.4% | 1.0
CCN(CC)CCCNS(=O)(=O)c1ccc(OC)cc1 | -15.2 | 74.0 | 1.4% | 26.3% | 0.6% | 5.3% | 0.3% | -2.8 | -0.9% | 2.3
Cc1ccccc1-c1nnn(CC(=O)c2ccc(S(=O)(=O)N3CCCC3)cc2)n1 | -7.1 | 14.3 | 12.3% | -12.9% | 10.2% | -1.9% | 4.2% | 2.6 | -3.1% | -2.2
Cc1ccc(C)c(S(=O)(=O)Nc2cc(SCC(=O)O)c(O)c3ccccc23)c1 | -6.4 | -10.3 | x | -12.2% | -0.8% | u | -1.0% | 2.4 | -1.8% | -53.2*
COc1ccc(CCNC(=O)c2cc(S(=O)(=O)N3CCCC3)cn2C)cc1OC | -7.6 | 4.5 | -18.5% | 7.9% | x | -1.2% | x | -5.3 | 21.1% | -0.2
O=C1Nc2cc(Cl)c(Cl)cc2N(O)N1c1cc(Cl)cc(Cl)c1 | -11.5 | -2.3 | -0.4% | 6.9% | u | 15.4% | x | 0.5 | 1.4% | 5.2
CCNC(=S)N/N=C(\C)c1cccc(C(F)(F)F)c1 | 3.0 | -13.6 | x | -11.1% | -5.0% | -0.9% | 10.0% | u | 0.6% | 1.4
COc1ccc(-n2cc(CNCC3CCOCC3)c(-c3cccc(F)c3)n2)cc1 | u | -8.2 | -1.3% | -52.1%[inhibitor] | 2.7% | 4.7% | -1.2% | 7.5 | 9.0% | -0.3
Cc1nn(C)c(C(=O)NNC(=O)NC2CCCCC2)c1Cl | 15.2 | -2.6 | -4.4% | -17.9% | -2.9% | 3.7% | -6.4% | -2.9 | -3.3% | 1.3
COc1cccc(CNC(=O)C2CCN(S(=O)(=O)c3cnc[nH]3)CC2)c1 | 19.9 | -23.9 | 0.6% | 10.4% | 6.8% | 2.0% | 0.5% | -2.9 | -5.7% | 3.7
Cc1ccc(NC(=O)c2ccc(NS(=O)(=O)/C=C/c3ccccc3)cc2)nc1 | 6.9 | 18.2 | -3.2% | -1.7% | 0.1% | -8.2% | -3.9% | u | 1.8% | x
c1ccc(CSc2ccc(-c3cccs3)nn2)nc1 | 5.3 | 9.3 | x | 13.0% | 0.9% | 0.9% | 1.8% | 9.0 | 5.2% | -3.5
CCCc1nc(NCc2ccco2)c(C#N)c2c1COC(C)(C)C2 | -4.0 | -12.3 | 13.1% | -13.2% | -2.2% | -0.5% | 0.0% | -1.0 | 1.9% | 0.1
Cn1c(=O)n(C)c2cc(S(=O)(=O)O)ccc21 | 0.8 | -16.2 | -5.2% | -7.3% | -1.1% | 2.0% | -0.8% | 0.1 | 2.3% | 1.4
Cc1ccc(C(=O)N2CCCCC2C(=O)O)o1 (configuration not stated) | -12.8 | 20.0 | -10.2% | 17.0% | 0.6% | -0.7% | 4.9% | -0.9 | -5.0% | 0.0
CCC(=O)c1ccc(OCC(=O)OCC(=O)Nc2sccc2C(N)=O)cc1 | -1.0 | 17.0 | -12.4% | 0.0% | 3.1% | -0.1% | -7.8% | 2.6 | -1.6% | -0.3
C/C(=N\NS(=O)(=O)c1ccc(Cl)c([N+](=O)[O-])c1)c1cc2ccccc2o1 | 5.3 | 3.4 | 12.5% | -3.1% | -10.8% | -21.6% | -5.2% | -1.9 | -2.3% | -0.5
CCOC(=O)CNC(=O)Nc1ccccc1C(=O)OC | -10.5 | 18.7 | 0.8% | 2.1% | -11.9% | 2.3% | 3.1% | 6.0 | x | 0.8
COc1cc(/C=C/c2nc3ccccc3c(=O)[nH]2)cc(Br)c1O | -6.2 | 0.1 | 2.7% | 15.7% | u | -1.0% | 13.5% | 4.4 | -12.8% | 2.1
COc1ccc(NC(=O)c2ccc(OCc3c(C)noc3C)c(OC)c2)cn1 | 3.6 | 5.3 | 0.8% | 0.0% | -6.0% | -4.7% | -1.7% | 9.9 | -19.4% | 1.6
COc1ccccc1C(=O)Nc1c(C(=O)N2CCN(C)CC2)oc2ccccc12 | -26.5 | 2.1 | 1.7% | -15.2% | 11.0% | -1.5% | -8.5% | 4.1 | -10.0% | x
O=C(CC(c1ccccc1)c1ccccc1O)NCCN1CCOCC1 (configuration not stated) | -14.4 | 0.2 | -0.4% | 17.1% | 5.3% | 2.7% | 2.0% | -1.5 | -0.8% | 1.0
C=CCNC(=S)N1CCN(S(=O)(=O)c2ccc(C)cc2)CC1 | -6.9 | 4.3 | 10.6% | 3.3% | 0.5% | 3.3% | 0.2% | -5.6 | 4.6% | -4.0
COc1cccc(CNC(=O)C2CCN(Cc3cnn(-c4ccccc4)c3-n3cccc3)CC2)c1 | -44.2 | 8.9 | -0.4% | -22.5% | 12.0% | 1.2% | -1.0% | 20.1 | -1.0% | 4.5
N/C(=N\c1nc2c(c(=O)[nH]1)CCC2)Nc1cccc(Cl)c1 | -1.2 | 7.4 | -8.1% | u | -9.6% | -1.6% | -0.5% | -0.7 | -0.3% | 0.6
CC(Cc1ccccc1)C(=O)NCc1ccncc1 (configuration not stated) | 1.8 | -17.7 | -20.7% | -5.6% | 1.6% | 6.0% | x | 5.5 | 8.6% | 4.1&1.9
NS(=O)(=O)c1ccc(CNC(=O)c2ccc3c(c2)OCO3)cc1 | -5.0 | 0.5 | x | -33.6% | x | 0.9% | x | x | 3.4% | x
CC1=NN(c2cccc(C(=O)O)c2)C(=O)/C1=C\C=C\c1ccco1 | 4.0 | 2.5 | 9.3% | -29.7% | -14.3% | -2.6% | 0.2% | -1.1 | -5.2% | -5.5
O=C(COc1nsnc1N1CCOCC1)Nc1ccccc1Cl | 6.4 | 0.9 | 0.2% | u | 4.0% | 3.5% | -1.1% | 1.5 | 6.7% | 1.3

Two entries from above, with two lines to a compound.
Below each compound: KCNH2 3.1 block, KCNH2 WT inh, MBNL1 CUG block, a7 integrin act, CXXC DNA block, S-ASM inh, GALK inhibitor, TRPV1 ag, AT treatment, Coupling enz
> NS(=O)(=O)c1ccc(CNC(=O)c2ccc3c(c2)OCO3)cc1
 : -5.0, 0.5, x, -33.6%, x, 0.9%, x, x, 3.4%, x
> CC1=NN(c2cccc(C(=O)O)c2)C(=O)/C1=C\C=C\c1ccco1
 : 4.0, 2.5, 9.3%, -29.7%, -14.3%, -2.6%, 0.2%, -1.1, -5.2%, -5.5

Assay outcomes deposited in PubChem by National Center for Advancing Translational Sciences (NCATS).
